SNCA viab count = GF-AFC viability counterscreen for inhibitors of alpha-synuclein gene (SNCA) expression; Potency, µM (highest dose often 57.1 µM), without a hit: at the highest dose activity change, negative = cytotoxicity, most hits filed as cytotoxic; actives 0.12% (n = 150,000); HEK-293-SNCA-luc viability, GF-AFC fluorescence, 24 h;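 note: potency is the fitted concentration of half-maximal effect; 0% = DMSO-treated cells and -100% = medium-only wells without cells; nearly all actives have a fitted effect of over 30% in size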
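Cytotoxicity counterscreen: after 24 h compound treatment of genome-edited SNCA-luciferase HEK-293 cells, live-cell protease substrate GF-AFC read by fluorescence after 30 min; activity scaled between DMSO (0%) and medium-only (-100%), curves Hill-fitted.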
3T3 cytotox = Cytotoxic Profiling in NIH 3T3 Cell Line of Diverse Libraries Using Quantitative High-Throughput Screening; NIH 3T3 viability, CellTiter-Glo ATP luminescence, 48-72 h; Potency, µM (top dose mostly 96.7 µM), for the others: top-dose activity change, negative = cytotoxicity, usual class: inhibitors; actives 4.3% (n = 94,000); note: potency is the fitted concentration of half-maximal effect; nearly all actives have a fitted effect of over 55% in size
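Luminescent ATP readout (CellTiter-Glo, 10 min RT) after 48 or 72 hr compound exposure of NIH 3T3 cells seeded at 400 cells/well in 1536-well format; quantitative HTS.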
SNCA expr inhib = Primary qHTS assay for inhibitors of alpha-synuclein gene (SNCA) expression; Potency, µM (doses to about 57.2 µM), without a hit: at the top dose activity change, negative = inhibition, usual class: inhibitors; actives 0.17% (n = 140,000); AID 1671194, 2021; HEK-293 SNCA-luciferase knock-in, luminescence, 24 h;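 note: potency is the fitted concentration of half-maximal effect; plate controls were DMSO cells for no effect and cell-free wells for full effect; nearly all actives have a fitted effect of over 45% in size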
Luciferase inh = Firefly luciferase inhibition profiling of diverse chemical library using quantitative high-throughput screening. purified P. pyralis luciferase, luminescence, biochemical. Luciferin 4-monooxygenase (Photinus pyralis), P08659. Potency, µM (doses to about 115 µM), for inactives: top-dose activity change, negative = inhibition, usual class: inhibitors. actives 2.5% (n = 76,000); note: potency is the fitted concentration of half-maximal effect; nearly all actives have a fitted effect of over 65% in size
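Luminescence read by CCD imaging after purified firefly luciferase (10nM final) was added to substrate buffer holding 10uM D-luciferin and 10uM ATP, pH 7.5, pre-dosed with compound.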
GPT2 inh = Primary qHTS assay for inhibitors of Glutamate pyruvate transaminase 2 (GPT2); Alanine aminotransferase 2 (Homo sapiens), Q8TD30; Recombinant GPT2, coupled pyruvate oxidase/HRP Amplex Red fluorescence; Potency, µM (highest dose often 57.7 µM), inactives show at the highest dose activity change, negative = inhibition, most hits filed as inhibitors; actives 0.25% (n = 100,000); AID 1671188, 2021; note: potency is the fitted concentration of half-maximal effect; nearly all actives have a fitted effect of over 60% in size; many of its hits are not listed in these tables
Target sequence (Q8TD30 whole entry, looked up): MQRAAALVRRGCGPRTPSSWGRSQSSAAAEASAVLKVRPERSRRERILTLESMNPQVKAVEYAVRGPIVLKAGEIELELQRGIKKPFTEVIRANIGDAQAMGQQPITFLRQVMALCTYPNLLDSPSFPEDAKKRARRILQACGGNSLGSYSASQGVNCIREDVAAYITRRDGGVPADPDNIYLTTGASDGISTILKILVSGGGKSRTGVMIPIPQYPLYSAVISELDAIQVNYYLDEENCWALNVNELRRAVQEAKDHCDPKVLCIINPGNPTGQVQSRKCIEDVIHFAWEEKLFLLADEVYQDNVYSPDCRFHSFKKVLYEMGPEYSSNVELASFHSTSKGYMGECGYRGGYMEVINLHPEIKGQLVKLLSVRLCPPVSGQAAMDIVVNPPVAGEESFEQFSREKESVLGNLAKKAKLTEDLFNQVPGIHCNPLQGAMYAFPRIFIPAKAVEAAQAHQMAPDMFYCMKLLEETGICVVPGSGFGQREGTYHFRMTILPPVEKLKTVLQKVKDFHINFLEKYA
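Fluorescence of coupled pyruvate oxidase/HRP/Amplex Red system (50uM Amplex, 30 min, dark) reports pyruvate formed by GPT2. Enzyme reaction: 10ng/uL GPT2, 2mM L-alanine, 250uM a-KG, 30 min room temperature, pH 7.5; 50uM AOA control.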
IP6K1 inhibitor = Primary qHTS assay for small molecule inhibitors of Inositol hexaphosphate kinase 1 (IP6K1) | AID 1645851, 2021 | IP6K1 kinase, ADP-Glo luminescence, 2 h; active compounds read low | Inositol hexakisphosphate kinase 1 (Homo sapiens), Q92551 | activity change, % (series mostly up to about 58 µM) | actives 0.81% (n = 140,000); in the data active = activity change below about -25%
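ADP-Glo luminescence measures ADP made by human IP6K1 during a 2 h RT reaction with ATP/IP6 (mix at 1.3 mM/130 uM); top library doses 57.5 and 19.1 uM final.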
HEK293 tox = Cytotoxic Profiling in HEK 293 Cell Line of Diverse Libraries Using Quantitative High-Throughput Screening. HEK 293 viability, ATP luminescence (CellTiter-Glo), 48-72 h. Potency, µM (titrated, usually from 115 µM), without a hit: at the highest dose activity change, negative = cytotoxicity, usual class: inhibitors. actives 6.6% (n = 94,000). AID 1345083, 2018; note: potency is the fitted concentration of half-maximal effect; nearly all actives have a fitted effect of over 60% in size
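Pintool-delivered compounds were incubated with HEK 293 cells (250 cells/well) at 37 degree Celsius for 48 or 72 hr. ATP-dependent luminescence (CellTiter-Glo) then reported remaining viable cells.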
* = called active by the depositor; i = inactive; u = inconclusive; x = not tested or not shown; [ ] = another dose, or the depositor's remark. Unless noted, calls come from the whole dose curve; as a rule, active = well fitted curve in the direction sought with a large enough effect; inconclusive = small, poorly fitted or top-dose-only effect, or another doubt; inactive = no such curve, though single readings can be large; an effect the other way counts as inactive or inconclusive. Unless noted, % is set by controls: 0 for no effect and ±100 for the full control effect. These rows are one share of the data, so the mix of outcomes need not match the whole.

Values run as follows: SNCA viab count | 3T3 cytotox | SNCA expr inhib | Luciferase inh | GPT2 inh | IP6K1 inhibitor | HEK293 tox
- O=C(Cc1ccc(F)cc1)N1CCN(c2nccc(Nc3ccccc3F)n2)CC1
  1%[12.5 µM] | 18µM* | u | x | -1% | 7 | 18µM*
- Cc1ccc(Nc2ncc(C(=O)Nc3ccc(F)cc3F)c3ccccc23)cc1Cl
  0% | x | 25% | x | x | 11 | x
- CN(C(=O)c1nc(-c2cccc(F)c2)n2c1CCCCC2)c1ccccc1F
  -29% | x | -10% | x | x | 53 | x
- CC(C)NC[C@H]1O[C@@H]2C[C@@H](CC(=O)NC(C)C)O[C@@H]2[C@@H]1O
  -1%[87.6 µM] | -3%[174 µM] | 7%[87.6 µM] | -2%[172 µM] | -28%[88.5 µM] | 8 | i
- Cc1cccc(Cn2c(=O)n(CCC(=O)NCCc3ccc(Cl)cc3)c(=O)c3sccc32)c1
  5% | x | 13% | x | x | -2 | x
- COc1cccc(CNC(=O)Cn2nc(-c3ccc(C)cc3)ccc2=O)c1
  15% | x | 7% | x | x | -14 | x
- COC(=O)[C@H](Cc1ccc(OC)cc1)NC(=O)[C@@H]1CN(C(=O)NC(C)C)CCN1C(=O)c1cccs1
  2% | 0% | -3% | 6% | -2% | -8 | 0%
- COc1cc(OC)c(NC(=O)c2c3c(nn2C)-c2ccccc2SC3)cc1Cl
  8% | x | 20% | x | x | -11 | x
- COCc1noc([C@@H]2CN(C3CCN(CC(C)C)CC3)C[C@H]2CO)n1
  -1% | -10% | 1% | 0% | 0% | -9 | -21%
- Cc1cc(C(=O)N2CCCC(c3nc(C4CCOCC4)no3)C2)n(C)n1 (configuration not stated)
  -1% | -20% | 6% | 2% | -9% | -5 | -7%
- O=S(=O)(c1ccc(Cl)cc1)c1nnn2c1nc(NC1CCCC1)c1sccc12
  0% | x | 12% | x | x | 13 | x
- O=C(Nc1ccccc1Br)N1CCC2(CC1)SCC(=O)N2Cc1ccco1
  7% | -26% | -4% | -7% | i | 3 | -26%
- COCCN1C(=O)c2cccn2CC1CNC(=O)c1cccc(OC)c1 (configuration not stated)
  -7% | 3% | -2% | 0% | -11% | 1 | i
- CN(CC1(C)CCOCC1)C(=O)c1ccc2c(c1)OCO2
  7% | i | 6% | -1% | 3% | 0 | 7%
- Fc1ccccc1-c1noc(-c2nc(-c3ccncc3)no2)n1
  8% | i | 55%[activator] | -12% | -2% | 10 | 6%

Five records drawn at random from the list so far, as already listed:
Values run as follows: SNCA viab count | 3T3 cytotox | SNCA expr inhib | Luciferase inh | GPT2 inh | IP6K1 inhibitor | HEK293 tox
- CN(C(=O)c1nc(-c2cccc(F)c2)n2c1CCCCC2)c1ccccc1F
  -29% | x | -10% | x | x | 53 | x
- Cc1cccc(Cn2c(=O)n(CCC(=O)NCCc3ccc(Cl)cc3)c(=O)c3sccc32)c1
  5% | x | 13% | x | x | -2 | x
- COc1cccc(CNC(=O)Cn2nc(-c3ccc(C)cc3)ccc2=O)c1
  15% | x | 7% | x | x | -14 | x
- COC(=O)[C@H](Cc1ccc(OC)cc1)NC(=O)[C@@H]1CN(C(=O)NC(C)C)CCN1C(=O)c1cccs1
  2% | 0% | -3% | 6% | -2% | -8 | 0%
- O=C(Nc1ccccc1Br)N1CCC2(CC1)SCC(=O)N2Cc1ccco1
  7% | -26% | -4% | -7% | i | 3 | -26%

Part of the list above, in markdown:
| compound | SNCA viab count | 3T3 cytotox | SNCA expr inhib | Luciferase inh | GPT2 inh | IP6K1 inhibitor | HEK293 tox |
| --- | --- | --- | --- | --- | --- | --- | --- |
| CN(C(=O)c1nc(-c2cccc(F)c2)n2c1CCCCC2)c1ccccc1F | -29% | x | -10% | x | x | 53 | x |
| COc1cccc(CNC(=O)Cn2nc(-c3ccc(C)cc3)ccc2=O)c1 | 15% | x | 7% | x | x | -14 | x |

(more compounds)
Values run as follows: SNCA viab count | 3T3 cytotox | SNCA expr inhib | Luciferase inh | GPT2 inh | IP6K1 inhibitor | HEK293 tox
- Cc1noc(C)c1[S+](=O)([O-])N1CCc2nc(C(C)C)nc(-c3ccc(O)cc3)c2C1
  -2% | u | -18% | 5% | i | 0 | u
- NC(=O)NCCCC(NC(=O)Cc1ccccc1)C(=O)O (configuration not stated)
  -32% | x | x | x | -25% | 4 | x
- CCc1ccccc1Nc1nn2c(=O)c3ccc(C(=O)Nc4cc(C)cc(C)c4)cc3nc2s1
  3% | x | 34%[activator] | x | x | -2 | x
- O=S(=O)(c1ccc(F)cc1)N1CCOC[C@H](Oc2ccc(C(F)(F)F)cn2)C1
  2%[87.6 µM] | u | -18%[87.6 µM] | -6%[172 µM] | -11%[88.5 µM] | -1 | u
- CC[C@H]1CN(C(=O)c2ccnc(Cl)c2)CC[C@H]1CC(=O)Nc1ccccc1
  2%[87.6 µM] | -21%[174 µM] | 14%[87.6 µM] | 0%[172 µM] | 2%[88.5 µM] | -10 | -6%[172 µM]
- CCNC(=O)[C@@H]1C[C@H](NC(=O)c2ccn(CC)n2)CN1Cc1nc(C)no1
  -8% | -15% | -3% | -3% | 0% | 20 | -1%
- O=C(c1ccccc1)N1CCCN(c2nc3ncccc3o2)CC1
  -14%[87.6 µM] | -17%[138 µM] | 20%[87.6 µM] | -15%[172 µM] | i | -10 | -17%[172 µM]
- COc1ccc(CNc2ncnc3c2CN(c2ccc(OC)cc2)C(=O)CN3C)cc1
  -1% | u | -2% | 3% | i | -11 | 5%
- CCOC(=O)c1cc2c(=O)n3ccccc3nc2n(CC(C)C)c1=NC(=O)c1c(-c2c(F)cccc2Cl)noc1C
  14% | x | -17% | x | x | 15 | x
- O=C(CCC[C@H]1NC[C@@H]2C[C@H]1CN(Cc1ccccc1)C2)NC1CCN(Cc2ccccc2)CC1
  7% | -2% | -3% | -9% | i | -21 | -2%
- CCCN(C)c1nccnc1OC1CCN(C(=O)C(C)C)C1 (configuration not stated)
  -7% | u | 124%[activator] | 22µM* | -7% | 35 | -16%
- Cc1cccc(-c2cc(C3CCN(S(=O)(=O)c4ccc(C#N)cc4)CC3)[nH]n2)c1
  -2% | 14µM* | -16% | -9% | -7% | -11 | u
- CCOc1ccc(NC(=O)CSc2nc(-c3ccccc3)c3cc(OCC)ccc3n2)cc1
  1% | x | 1% | x | x | -13 | x
- COc1ccccc1Oc1ncccc1CNC(=O)c1ccc(CO)o1
  8% | 0% | 3% | 1% | 3% | 2 | u
- CC(=O)NCC(=O)N1Cc2ccccc2CC2(CCN(CC3CCOCC3)CC2)C1
  2% | i | 4% | x | -2% | -1 | i

More compounds
Values run as follows: SNCA viab count | 3T3 cytotox | SNCA expr inhib | Luciferase inh | GPT2 inh | IP6K1 inhibitor | HEK293 tox
- COc1cccc(NC(=O)c2cc3c(N4CCSCC4)nc(C)cn3n2)c1
  -27% | -43% | -14% | -2% | u | 0 | u
- COC(=O)c1ccc(CNC(=O)c2nc(Cn3nc(C)c(Br)c3C)no2)cc1
  9% | x | 20% | x | x | -3 | x
- O=C(Cc1ccsc1)N1CCCCCC1c1nnc(-c2ccccc2)o1 (configuration not stated)
  -8% | -24% | 35%[activator] | -5% | -1% | 3 | -14%
- CC(C)N1C[C@H](O)C[C@H]1c1nnc2n1CCN(C(=O)c1nccn1C)CC2
  3% | -6% | -19% | 4% | 4% | -12 | -4%
- Cc1cc(F)ccc1C(=O)N1CCn2nc(Cc3ccccc3)cc2C1
  -6% | u | -13% | 6% | -2% | 17 | u
- Cc1nc(-c2c3n(c(=O)n(CC(=O)Nc4ccc(F)cc4)c2=O)CCCC3)no1
  7% | 3% | 23% | -1% | i | 11 | -2%
